BRCA1 expr up: qHTS Assay to Identify Small Molecule Activators of BRCA1 Expression; hit rate 1.1% among 380,000; MCF7-BRCA1-FFLuc reporter, luminescence, 48 h; response scale: scaled: vehicle 0%, 10 µM genistein 100%; Potency, µM (titrated, usually from 46.1 µM), for the others: at the top dose activation, actives largely listed as activators; active means well fitted activation curve with a large enough effect; inconclusive means small, poorly fitted or top-dose-only effect; inactive means no such curve, though single readings can be large or run the other way; further: nearly all actives have a fitted effect of over 80% in size; some results filed as inactive show a strong effect at the top dose
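Reporter cells (MCF7, BRCA1 promoter-firefly luciferase) received library compounds across a concentration series for 48 h. End-point luminescence was measured and concentration-effect curves derived after normalization.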
uPA generation: qHTS for Inhibitors of Cell Surface uPA Generation. cell surface uPA generation assay, qHTS. Potency, µM (series often up to 38.3 µM), without a hit: top-dose activity change, negative = inhibition, most hits filed as inhibitors. hit rate 0.31% among 330,000; active means well fitted inhibition curve with a large enough effect; inconclusive means small, poorly fitted or top-dose-only effect; inactive means no such curve, though single readings can be large or run the other way; tested in mouse RAW 264.7 cells; further: on the % scale 0 is the no-effect control and ±100 the full control effect; nearly all actives have a fitted effect of over 55% in size
The depositor's hits bear a star; ? = inconclusive. Potency means the concentration at half of the fitted maximal effect. This is a subset; count on the stated rates, not on these rows.

SMILES | BRCA1 expr up | uPA generation
C#CCN1C=CC(=O)[C@@H](OC(=O)NCCC)[C@H]1c1ccccc1Br | 4.4% | -1.1%
Cc1cc2ncn(S(=O)(=O)c3ccc(S(=O)(=O)N4CCCCCC4)cc3)c2cc1C | -13.1% | -2.8%
NNc1nc(-c2ccccc2)nc(-c2ccccc2)c1Br | -1.7% | -3.5%
COc1ccc2oc(C(=O)N3CCN(S(=O)(=O)c4c(C)c(C)cc(C)c4C)CC3)c(C)c2c1 | -31.8% | 5.4%
CCN1C[C@@H]2[C@@H]3C(=O)N(C)C(=O)[C@@H]3[C@](CC)(C(=O)OC)N2C1=NCc1ccccc1 | 10.5% | 6.3%
Cc1ccc(Cn2c(C)c3cnn(CC(=O)NCCN4CCOCC4)c(=O)c3c2C)cc1 | 30.1% | 3.9%
Nc1cnnc(N/N=C\c2ccccc2)c1Cl | 77.7% | -11.8%
Cn1c(N)c(N=Cc2ccccc2)c(=O)n(C)c1=O | -23.0% | 0.9%
COc1ccc(C2(OC)Oc3cc(OC)ccc3C(=O)C2(O)OC)cc1 (configuration not stated) | -75.6% | -4.3%
CCCC(=O)Nc1cc(OC)c(NC(=S)Nc2ccc(CC)cc2)cc1OC | 0.2% | -3.6%
O=C(NCc1ccc(F)cc1)c1ccc2c(c1)S(=O)(=O)c1ccccc1C2=O | -0.8% | 0.2%
CCOC(=O)C1=NNC(C(=O)OCC)C1C(=O)OCC (configuration not stated) | -8.7% | 2.4%
CC1CC(C)C(=O)C(C(CC2CC(=O)NC(=O)C2)OC(=O)CC(=O)c2ccccc2)C1 (configuration not stated) | -54.1% | -7.3%
COC(=O)CCC(=O)OC1(C)C(=O)C2=CN(c3ccc(OC)cc3)C(c3ccc(OC)cc3)=CC2=C(Br)C1=O (configuration not stated) | -6.9% | -2.8%
CN(CCc1ccccn1)c1ccccc1 | ? | -2.2%
CN1CCCC1CCNc1ccc2sc3ccccc3c(=O)c2c1 (configuration not stated) | 91.4% | ?
CN(C)c1ccc(C(c2ccc(N(C)C)cc2)C(O)c2ccccc2)cc1 (configuration not stated) | -31.1% | 7.9%
O=[N+]([O-])c1cccc(COc2cccc(CN3CCOCC3)c2)c1 | 70.8% | 2.0%
N#Cc1ccc(Oc2ncccn2)cc1 | -10.5% | -1.8%
Cc1cc(C)cc(NC(=S)NC(=O)Cc2ccccc2)c1 | -14.5% | -0.1%
O=C(O)c1ccc(Oc2nc3ccccc3s2)cc1 | ? | -4.0%
c1ccc2nc(NN=C3CCCCC3)ccc2c1 | 19.6% | 3.9%
COC(=O)C[C@H]1c2cc(F)cc(F)c2S(=O)(=O)N1C1CCN(Cc2ccccc2)CC1 | -18.9% | -25.0%
COc1cc(C)cc2c1OC(c1ccccc1)CC2=O (configuration not stated) | 3.6% | -2.9%
COc1ccccc1CNS(=O)(=O)CCNC1CCCCC1 | 13.9% | -10.7%
CC(SC(C)C(=O)NN=Cc1cccc(Cl)c1)C(=O)NN=Cc1cccc(Cl)c1 (configuration not stated) | -50.0% | 8.3%
O=C(O)CCC1(CCC(=O)O)CCCC(CCC(=O)O)(CCC(=O)O)C1=O | -11.5% | -1.4%
CC(=O)Nc1ccc(S(=O)(=O)NCC2CC3CCC2C3)cc1 (configuration not stated) | -26.9% | 1.4%
CCCCn1c(N)c(N(CC(C)C)C(=O)Cc2ccc(S(=O)(=O)N3CCOCC3)s2)c(=O)[nH]c1=O | -4.1% | 6.6%
COc1ccccc1NC(=O)C1CC(C(C)C)OC1=O (configuration not stated) | -5.6% | -1.4%
OCCN1CCN(C2CCC(c3ccc(F)cc3)c3ccc(F)cc32)CC1 (configuration not stated) | -41.2% | 2.3%
O=C1C[C@@H]2c3c(cccc3CN1Cc1ccc(Cl)cc1)C[C@@H](O)[C@H]2O | -9.0% | 8.3%
COc1ccccc1C(=O)Nc1ccc(S(=O)(=O)N(C)c2ccccc2)cc1 | 33.7% | 11.5%
c1ccc(C2=NOC(c3nnc(-c4ccccc4)o3)C2)cc1 (configuration not stated) | 43.6% | 13.7%
C=CCSc1nnc2c(n1)-c1cccc3cccc-2c13 | -19.8% | -4.5%
CCCNC(=O)C1(CC2CC(c3ccccc3)=NO2)CCN(C(=O)C2(C)CC2)CC1 (configuration not stated) | -1.7% | -5.3%
CCOC(=O)C1CCN(CCCSc2ccc(C)cc2)CC1 | -1.8% | -1.8%
COCCn1c(=N)c(C(=O)NCCc2ccccc2)cc2c(=O)n3cccc(C)c3nc21 | -0.5% | -7.6%
COc1cc2c(cc1OC)NC(=O)C2 | 5.8% | -0.7%
COc1ccc(S(=O)(=O)N/N=C(/C)c2ccc(C)o2)cc1 | -10.1% | 0.4%

Another view of part of the listing above:
Values run as follows: BRCA1 expr up | uPA generation
CCCNC(=O)C1(CC2CC(c3ccccc3)=NO2)CCN(C(=O)C2(C)CC2)CC1 (configuration not stated)
 : -1.7% | -5.3%
CCOC(=O)C1CCN(CCCSc2ccc(C)cc2)CC1
 : -1.8% | -1.8%

More structures.
SMILES | BRCA1 expr up | uPA generation
CCC1Oc2ccc(C)cc2N(CC(=O)NCCc2ccc(OC)c(OC)c2)C1=O (configuration not stated) | -5.6% | 19.8%
CNC(=O)c1cn2c3c(ccc(Cl)c3c1=O)OC(C)C2 (configuration not stated) | 6.1% | -16.6%
CN(C)c1nc(Cl)nc2c1nc(Cl)n2C1CCCCO1 (configuration not stated) | 3.7% | 3.9%
COc1cccc(N2C(=O)CC(N3CCN(S(=O)(=O)c4ccccc4[N+](=O)[O-])CC3)C2=O)c1 (configuration not stated) | 1.0% | -6.1%
c1ccc(-c2nc3cccnc3nc2-c2ccccc2)cc1 | -25.2% | -6.9%
CN(CCc1ccccc1)C(=O)c1ccc(NC(=O)Cc2ccc(NC(=O)C3CCCN(C(=O)c4ccccc4)C3)cc2)cc1 (configuration not stated) | -40.8% | 12.5%
O=C(Cc1ccc([N+](=O)[O-])cc1)NCCc1ccc2c(c1)OCO2 | 9.4% | 0.3%
O=c1c2c(-c3cccs3)csc2ncn1/N=C/c1ccccn1 | 0.0% | 0.1%
O=C1CC(c2ccccc2)Cc2nc(N3CCc4ccccc43)ncc21 (configuration not stated) | -0.5% | 2.2%
OCC1OC(n2cnc3c(NCCc4ccccc4)ncnc32)C(O)C1O (configuration not stated) | -6.3% | -11.2%
CNC(=O)C1CC(=O)N(c2ccc(OCC(=O)Nc3ccc(F)cc3)cc2)C1 (configuration not stated) | 5.1% | 6.3%
Nc1cc2c(cc1[N+](=O)[O-])-c1ccccc1C2=NO | ? | 0.3%
CCc1ccc2c(c1)C(=O)CCC2 | -3.7% | 1.4%
CC(=O)c1cccc(OCC(=O)N(CCC2=CCCCC2)c2c(N)n(Cc3ccccc3)c(=O)[nH]c2=O)c1 | -10.1% | -1.3%
CCN(C(=O)COC(=O)Cn1c(=O)oc2ccccc21)c1c(N)n(Cc2ccccc2)c(=O)[nH]c1=O | -3.6% | -3.8%
Clc1ccc2scc(CN3CCCC3)c2c1 | 3.0% | -10.7%
CC(OC(=O)C1=Cc2ccccc2OC1)C(=O)NCC1CCCO1 (configuration not stated) | -1.8% | 5.0%
Cc1noc(NS(=O)(=O)c2ccc(NC(=O)c3cc(S(=O)(=O)N(C)c4ccccc4)ccc3Cl)cc2)c1C | 5.8% | -6.0%
CCN(C(=O)COC(=O)CCCc1nc2ccccc2s1)c1c(N)n(Cc2ccccc2)c(=O)[nH]c1=O | -11.2% | -0.5%
Cc1ccc(S(=O)(=O)Nc2ccc3c4c(cccc24)CC3)c(C)c1 | -73.2% | -11.5%

3 entries out of the list above, sorted by the value under uPA generation, lowest first:
| SMILES | uPA generation |
| --- | --- |
| OCC1OC(n2cnc3c(NCCc4ccccc4)ncnc32)C(O)C1O (configuration not stated) | -11.2% |
| O=C1CC(c2ccccc2)Cc2nc(N3CCc4ccccc43)ncc21 (configuration not stated) | 2.2% |
| CC(OC(=O)C1=Cc2ccccc2OC1)C(=O)NCC1CCCO1 (configuration not stated) | 5.0% |

More entries:
SMILES | BRCA1 expr up | uPA generation
Cc1cccc(/C=N/NC(=O)CC(=O)NCCc2ccccc2)c1 | -6.1% | -0.8%
CCCCn1c(N)c(N(CCC(C)C)C(=O)COC(=O)Cc2ccc(Cl)cc2)c(=O)[nH]c1=O | -35.5% | -1.1%
O=C(O)Cn1cc(F)c(=O)[nH]c1=O | 3.4% | ?
CCOC(=O)c1ccc2ncc(C(=O)OCC)c(NCCN(C)C)c2c1 | -1.0% | 3.9%
O=C(C=CC(=O)OC1CCCCC1)OC1CCCCC1 | -11.4% | 0.5%
CCC1(C(N)=O)CC2C=CC1C2 (configuration not stated) | 14.9% | 2.9%
CC(=O)Nc1ccc(NC(=O)c2ccnn2C)cc1 | -1.7% | 4.5%
O=C(ONC(=O)C1CCCCC1C(=O)NOC(=O)c1ccccc1)c1ccccc1 (configuration not stated) | -15.4% | 0.3%
COC(=O)c1ccc2nc(C3CCCCC3)c3c(c2c1)CCC3 | 2.7% | 2.3%
COc1cc(COc2ccc(S(=O)(=O)N3CCOCC3)cc2[N+](=O)[O-])ccc1OC(F)F | -35.7% | -8.6%
O=C1NC[C@H](Cc2ccccc2)N(CC2CCN(CCC3CCCC3)CC2)C1=O | 5.1% | 3.6%
CCC(=O)C1CCCN(C(=O)c2cccc(OC3CCN(S(C)(=O)=O)CC3)c2)C1 (configuration not stated) | 11.3% | -0.3%
Cn1c(SCc2ccccc2)nccc1=O | -6.4% | -4.7%
COCCN(CC(=O)Nc1ccccc1C(F)(F)F)C(=O)/C=C/c1cc(Cl)c2c(c1)OCCO2 | -30.2% | 1.4%
O=C1c2ccccc2-c2c1c1ccccc1c(=O)n2-c1ccccc1 | 10.6% | -4.2%
CC(=O)NC1CCC(=O)C=C1c1ccccc1 (configuration not stated) | 1.2% | 2.8%
CC(C)C[C@@H](CNCC(=O)[C@H](C)NC(=O)c1[nH]cnc1C(=O)N[C@@H](C)CN)NC(=O)c1nc[nH]c1C(=O)N[C@@H](CC(=O)O)C(=O)O | 2.6% | -10.5%
O=CN(CCNc1ccccc1)c1ccccc1 | 67.1% | -7.9%
COc1ccc(CNS(=O)(=O)CCNCc2ccccc2OC)cc1 | 17.9% | 14.5%
O=[N+]([O-])c1cccc(COc2ccc(CN3CCOCC3)cc2)c1 | ? | ?

Six entries drawn at random from those above, as already listed:
SMILES | BRCA1 expr up | uPA generation
O=C(O)Cn1cc(F)c(=O)[nH]c1=O | 3.4% | ?
O=C1c2ccccc2-c2c1c1ccccc1c(=O)n2-c1ccccc1 | 10.6% | -4.2%
COC(=O)c1ccc2nc(C3CCCCC3)c3c(c2c1)CCC3 | 2.7% | 2.3%
CCC1(C(N)=O)CC2C=CC1C2 (configuration not stated) | 14.9% | 2.9%
COc1cc(COc2ccc(S(=O)(=O)N3CCOCC3)cc2[N+](=O)[O-])ccc1OC(F)F | -35.7% | -8.6%
CC(=O)Nc1ccc(NC(=O)c2ccnn2C)cc1 | -1.7% | 4.5%

Rewritten as tab-separated lines: entries from further up.
molecule	BRCA1 expr up	uPA generation
COc1cc(COc2ccc(S(=O)(=O)N3CCOCC3)cc2[N+](=O)[O-])ccc1OC(F)F	-35.7%	-8.6%
O=C1NC[C@H](Cc2ccccc2)N(CC2CCN(CCC3CCCC3)CC2)C1=O	5.1%	3.6%
CCC(=O)C1CCCN(C(=O)c2cccc(OC3CCN(S(C)(=O)=O)CC3)c2)C1 (configuration not stated)	11.3%	-0.3%

Further entries.
SMILES | BRCA1 expr up | uPA generation
N#Cc1cc2c(=O)n3ccccc3nc2n(Cc2cccnc2)c1=O | 0.0% | 3.4%
O=C1C=CC(=Nc2ccc3c(c2)C(=O)c2ccccc2-3)O1 | 12.9% | -4.2%
CCCCCC1CC(=O)NC1(C(=O)OCC)C(=O)OCC (configuration not stated) | 18.2% | 2.6%
Cc1nccn1-c1c2c(c(C#N)c3nc4ccccc4n13)CCCC2 | 0.0% | -3.6%
COc1ccc2nc(C3CCCCC3)c3c(c2c1)CCC3 | 6.9% | 5.3%
CCOC(=O)C1=C(COC(=O)c2cc(S(=O)(=O)N3CCOCC3)ccc2F)NC(=O)NC1C (configuration not stated) | -19.4% | 7.3%
OC(COc1ccc(OCC(O)CN2CCN(Cc3ccccc3)CC2)cc1)CN1CCN(Cc2ccccc2)CC1 (configuration not stated) | -6.4% | -0.1%
COc1ccc(-c2oc3ccc(-c4cc(OC)c(OC)c(OC)c4)cc3c2-c2ccc(OC)cc2)cc1 | 0.9% | 1.0%
Cc1ccc(CN2[C@@H](CC(C)C)COCCS2(=O)=O)cc1 | -0.6% | 14.8%
CCCCn1cnc2c(SCc3ccccc3)nc(N)nc21 | 7.08µM* | 2.4%
CCOc1ccccc1OCCCC(=O)Nc1ccc(S(=O)(=O)Nc2cc(C)nc(C)n2)cc1 | -9.7% | 1.0%
CC(SC(C)C(=O)NN=Cc1c[nH]c2ccccc12)C(=O)NN=Cc1c[nH]c2ccccc12 (configuration not stated) | -13.4% | 3.6%
CC(CCCN1CCCC1)Nc1ccnc2cc(Cl)ccc12 (configuration not stated) | -38.4% | 6.8%
CCN1C[C@@H]2[C@@H]3C(=O)N(C)C(=O)[C@@H]3[C@](Cc3ccccc3)(C1=O)N2C(=O)c1ccccc1 | 0.0% | -0.5%
Cc1nn(-c2ncccn2)c2c1C(=O)CC(C)(C)C2Br (configuration not stated) | 22.7% | -12.2%
COc1cc(OC)cc(C(=O)NNC(=O)C(CCC(N)=O)NS(=O)(=O)c2ccc(Cl)cc2)c1 (configuration not stated) | -3.9% | -16.2%
O=C1C=CC(=O)N1c1ccc2ccccc2c1 | -29.9% | -7.8%
O=C(O)COc1ccc(C=C2SC(=S)N(c3ccccc3)C2=O)cc1 | -23.1% | -0.7%

Assay outcomes as filed in PubChem BioAssay.
